# ARNT TACC3 PPI – disruptors of ARNT/TACC3 protein interaction, primary screen, biochemical, AlphaScreen, single concentration | Transforming acidic coiled-coil-containing protein 3 (Homo sapiens), Q9Y6A5 | AlphaScreen His-ARNT PAS-B/GST-TACC3 binding, luminescence; TACC3 fragment carries E629A point mutation | inhibition, % at 9.99 µM | 390,000 compounds, 0.66% hits | AID 623870, 2012;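 active = mean inhibition of replicates at least 50% and at least half of replicates each reaching 50%; inconclusive = half or more replicates reach 50% but mean below 50%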;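 note: 0% = complete ARNT plus TACC3 wells and 100% = ARNT alone without TACC3; many hits fall short of the cut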
# F508del corr – F508del CFTR correction, initial screen, CFBE line, single point; activity (quench increase), % at 7.58 µM; 350,000 compounds, 0.36% hits; CFBE cells, YFP halide quenching; stimulated with forskolin plus potentiator P3; % fluorescence drop versus neutral controls;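 active = mean added fluorescence quench of at least 8% versus neutral control, with both replicates also reaching 8%; inconclusive = only one of the mean or replicate conditions met; inactive = mean below 8% and not both replicates reaching 8%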;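 note: cells transiently co-express mutant CFTR-F508del with the halide-sensitive YFP; corrector assay measuring rescue of mutant channel to the surface after 24 h compound exposure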
# INS-1E GSIS act – GLuc luminescence reporter in INS-1E cells, primary screen for activators of glucose-dependent secretion of insulin; INS-1E GLuc reporter insulin secretion, 2-3 h; activation, % at 16.6 µM; 370,000 compounds, 0.61% hits; AID 743287, 2014;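 active = lowest replicate activation of at least 40%, so every replicate reaches that level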;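 note: 0% = median of neutral control wells and 100% = median of IBMX positive control wells; some compounds called inactive have numbers as strong as hits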
# RAD52 inh – RAD52 DNA annealing inhibitors, primary screen, biochemical, FRET, single point, set 2 | DNA repair protein RAD52 homolog (Homo sapiens), P43351 | recombinant RAD52 DNA annealing, FRET fluorescence | inhibition, % at 18.7 µM | 360,000 compounds, 0.46% hits;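 active = every replicate showing at least 50% inhibition; inconclusive = mean inhibition at least 50% but not in every replicate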
# RAD54 inh – inhibitors of human RAD54 branch migration, primary screen, biochemical, fluorescence, single point; RAD54 Holliday junction branch migration, FAM/BHQ fluorescence; inhibition, % at 10.4 µM; 360,000 compounds, 0.14% hits; DNA repair and recombination protein RAD54-like (Homo sapiens), Q92698;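 active = mean normalized replicate activity at least 40 and at least half of replicates scoring 40 or more; inconclusive = only one of the two criteria met; inactive = mean below 40 and under half of replicates reaching 40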;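 note: 0% = median of neutral control wells and 100% = median of positive control wells; inhibitors cause a drop in the FAM fluorescence signal; in these data hits start at about 50%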
# ERAP1 HTS inh – human ERAP1 aminopeptidase inhibitors, primary screen, biochemical, single point, plate reader. Endoplasmic reticulum aminopeptidase 1 (Homo sapiens), Q9NZ08. recombinant ERAP1, Leu-AMC fluorescence, 60 min. inhibition, % at 10.7 µM. 340,000 compounds, 0.15% hits;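 active = mean replicate inhibition of at least 30%, or all replicates individually reaching that 30% level; inactive = mean below 30% and not every replicate reaching it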;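 note: 0% = neutral control wells and 100% = L-leucinethiol positive control wells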
# Target sequence (Q9NZ08 whole entry, looked up): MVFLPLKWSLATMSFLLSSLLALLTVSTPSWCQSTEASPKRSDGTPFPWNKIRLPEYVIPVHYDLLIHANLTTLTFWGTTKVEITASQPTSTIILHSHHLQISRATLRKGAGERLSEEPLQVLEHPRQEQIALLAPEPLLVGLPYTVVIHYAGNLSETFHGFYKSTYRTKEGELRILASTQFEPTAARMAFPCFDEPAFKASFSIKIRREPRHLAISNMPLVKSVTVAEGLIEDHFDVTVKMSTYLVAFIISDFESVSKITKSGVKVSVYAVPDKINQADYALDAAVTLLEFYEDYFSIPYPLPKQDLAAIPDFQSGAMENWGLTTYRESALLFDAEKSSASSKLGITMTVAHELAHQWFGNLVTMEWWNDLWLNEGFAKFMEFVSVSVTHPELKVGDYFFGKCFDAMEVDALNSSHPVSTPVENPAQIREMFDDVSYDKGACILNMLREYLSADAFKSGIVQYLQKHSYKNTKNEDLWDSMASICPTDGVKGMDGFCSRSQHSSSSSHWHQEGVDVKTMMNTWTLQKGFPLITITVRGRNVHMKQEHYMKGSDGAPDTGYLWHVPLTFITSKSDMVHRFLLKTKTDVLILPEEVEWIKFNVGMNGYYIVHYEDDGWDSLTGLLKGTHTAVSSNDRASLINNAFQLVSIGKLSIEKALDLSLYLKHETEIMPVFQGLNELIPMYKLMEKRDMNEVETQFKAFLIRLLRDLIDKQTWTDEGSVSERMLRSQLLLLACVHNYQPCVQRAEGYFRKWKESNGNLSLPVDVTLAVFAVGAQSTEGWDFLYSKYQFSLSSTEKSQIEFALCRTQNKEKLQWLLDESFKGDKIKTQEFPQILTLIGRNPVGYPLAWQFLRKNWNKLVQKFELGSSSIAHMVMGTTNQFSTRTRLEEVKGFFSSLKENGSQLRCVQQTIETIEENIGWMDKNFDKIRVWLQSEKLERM
# esBAF inh – Bmi1 luciferase reporter increase in mESCs, primary screen, esBAF inhibitor project, mouse ES cells, Bmi1 luciferase knock-in, single point; reporter increase, % at 12.5 µM; 24 h; 100% = twice the neutral-well signal; 350,000 compounds, 2% hits; in the data active = activation above about 40%; inconclusive = no clear call, values can overlap the other calls;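 note: 0% = median of the plate's neutral control wells and 100% = double that signal; a rise in the Bmi1 reporter signal indicates esBAF inhibition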
# Xi reactivation – activators of inactive X chromosome reactivation, primary screen, imaging, XiGFP fibroblasts, GFP high-content imaging, set 2; XiGFP mouse fibroblasts, % GFP-positive cells imaging, 3 d; cells co-treated with 5-aza-dC sensitizer; scaled so ellipticine positive control = 100%; activation, % at 7.58 µM; 360,000 compounds, 0.055% hits; AID 743238, 2013;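 active = mean normalized replicate activation at least 10% and every replicate at or above 10%; inconclusive = only one of the two criteria met; inactive = mean below 10% and not all replicates reach 10%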;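 note: 0% = median of on-plate neutral control wells and 100% = ellipticine 6 µM median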
#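 System: XiGFP fibroblasts, SV40-immortalized. Medium: DMEM plus 5-aza-dC sensitizer. Doses: single point. Timing: 3 d treatment, 15 min room-temperature fixation. Control set: ellipticine 6 µM.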
# * marks the source's active call; other numbers are inactive results; ? = inconclusive; . = not tested or not shown.
SMILES,ARNT TACC3 PPI,F508del corr,INS-1E GSIS act,RAD52 inh,RAD54 inh,ERAP1 HTS inh,esBAF inh,Xi reactivation
O=C1/C(=C/c2cccc([N+](=O)[O-])c2)N2CCC1CC2,-5.4,.,10.7,4.4,.,-1.8,.,-0.1
CN1C2CCC1C(C(=O)O)C(OC(=O)c1ccccc1)C2 (centres undefined),1.7,-0.1,40.4*,-15.3,6.4,-2.6,0.4,.
O=C(COc1ccccc1)Nc1ccc(Cl)cc1C(=O)c1ccccc1,-3.8,.,4.0,.,6.4,.,.,0.0
CN(C)c1ccc(NC(=O)CN2C(=O)CN=C(c3ccccc3)c3cc(Cl)ccc32)cc1,9.0,-0.6,.,1.4,7.8,3.7,-3.0,0.0
Cc1cc(OC(C)C(=O)NCC(O)c2ccccc2)c2c3c(c(=O)oc2c1)CCC3 (centres undefined),-0.3,2.9,-2.6,-20.0,-3.8,1.1,-4.5,0.0
C#CC[N+]1(C)[C@@H]2CC[C@H]1CC(OC(=O)C(CO)c1ccccc1)C2 (some centres undefined),9.1,-0.1,6.3,-3.7,-3.6,0.5,-12.6,0.1
CC1c2ccccc2-n2nncc2CN1CC1CCCCC1 (centres undefined),4.8,0.2,6.1,-29.3,1.3,0.3,-9.1,0.2
CC[N+](CC)(CC#CCO)CC#Cc1ccccc1,0.9,0.3,3.7,20.9,.,-0.9,.,0.0
COc1cccc(N=Cc2c(O)n(Cc3ccco3)c(=O)[nH]c2=O)c1,8.6,0.2,5.3,-139.5,.,0.4,.,0.0
Cc1ccc(C)c(NC(=O)CCNC(=O)N2C[C@H]3C[C@@H](C2)c2cccc(=O)n2C3)c1,0.9,0.8,.,-0.5,-7.9,-1.2,0.7,.
CCOc1ccc(C(=O)OC2CC3CCC(C2)N3C)cc1 (centres undefined),-1.2,2.0,6.9,-11.7,0.7,-0.6,16.5,0.0
CCOC(=O)[C@]12Cc3cc(C)ccc3[C@H]1N(C)C(=O)c1ccccc12,.,-2.0,47.5,-13.2,.,-3.0,.,0.2
C=C1C(=O)[C@@]23C[C@H]4[C@@H]5[C@@]6(C)CCC[C@@]57[C@@H]2[C@@H](O)[C@@H]1C[C@H]3[C@H]7N4C6,4.4,-17.8,4.3,-5.9,-11.4,2.0,35.6,.
COC(=O)c1ccc(NC(=O)CSc2nc3ccc(N4C(=O)C5C6C=CC(C6)C5C4=O)cc3s2)cc1 (centres undefined),-2.5,.,.,-15.1,.,0.9,.,0.2
O=P(O)(O)Oc1ccccc1P(=O)(c1ccccc1)c1ccccc1,-8.9,-2.5,23.6,-13.7,-3.4,-2.7,-3.1,0.0
CCCCc1cc(=O)oc2cc(OCC(=O)N3C[C@H]4C[C@@H](C3)c3cccc(=O)n3C4)c(Cl)cc12,-2.8,-2.2,-10.2,-7.7,17.9,.,2.9,.
NCCCN1CCN(c2ccccc2)CC1,22.4,-2.6,-11.3,-3.2,17.6,12.8,.,-0.2
CCOc1ccc(N)cc1,28.6,-2.0,.,-7.4,3.4,3.7,-3.2,0.0
O=C(Cc1ccccc1)N1CCN(Cc2ccc(Cl)cc2)CC1,35.8,-2.4,-18.6,6.5,-4.0,1.5,4.4,0.1
CCCNC(=O)N1[C@H]2CC[C@@H]1C(C(=O)OC)=C(c1ccc(-c3ccccc3)c(F)c1)C2,0.9,5.1,-14.4,4.4,6.9,1.0,-16.7,0.0
CCc1c(C)nc(N)nc1N1N=C1SCC(=O)OC,-1.6,3.6,-1.0,-18.1,.,-4.4,.,0.0
CC1C(c2cccs2)=[N+]([O-])C(C)(C(=O)c2cccs2)N1O (centres undefined),-11.9,.,19.3,.,-5.7,.,.,-0.2
CC1(C)CC2CCC(O)C2C(CCO)N1 (centres undefined),.,1.9,15.5,-24.4,.,1.7,-3.5,0.1
CC(CC(C)(C)N1CC1)=NO,-2.4,-2.5,-0.5,14.5,.,2.3,.,-0.1
CCCNC(=O)N1[C@@H]2Cn3c(ccc(-c4cccc(C(=O)N(C)C)c4)c3=O)[C@H]1[C@@H](C(=O)O)[C@@H]2CO,.,1.4,8.4,3.7,.,3.8,.,0.6
# Next compounds follow.
SMILES,ARNT TACC3 PPI,F508del corr,INS-1E GSIS act,RAD52 inh,RAD54 inh,ERAP1 HTS inh,esBAF inh,Xi reactivation
C/C=C1/CN2[C@@H]3C4CO[C@@H]3c3c([nH]c5cc(OC)ccc35)[C@@H]2CC14 (some centres undefined),2.6,1.2,13.0,-0.5,4.1,-2.9,-7.0,.
CCOP(=O)(OCC)C(NC(=O)c1ccc(OC)cc1)C(Cl)(Cl)Cl (centres undefined),2.3,-0.5,6.2,-7.0,.,1.4,.,0.8
Cc1cc(=O)oc2cc(OCC(=O)N3CCN(C(C)c4ccccc4)CC3)c(Cl)cc12 (centres undefined),3.0,0.7,-9.9,0.5,-2.9,-103.0,-7.7,-0.1
C[C@]12CC[C@H]3[C@@H](CCC4=CC(=O)CC[C@@]43O)[C@@H]1CCC2=O,.,3.5,9.7,-12.6,-15.6,-1.4,-4.7,0.0
COC(=O)C1=C(c2cc3ccccc3s2)C[C@@H]2CC[C@H]1N2C(=O)NCc1cccc2ccccc12,9.6,2.2,31.9,1.1,-15.1,.,-8.3,-0.3
COC(=O)C1=C(c2cccc(OC)c2OC)C[C@@H]2CC[C@H]1N2C(=O)NC1CCCCC1,3.8,0.6,-3.1,-46.8,-4.8,.,2.3,-0.1
COc1ccc(S(=O)(=O)NC(CC(=O)N2CCC3(CC2)OCCO3)C(C)C)cc1 (centres undefined),3.2,-0.4,21.7,9.4,.,9.0,.,.
CC(Cc1ccccc1)NCc1ccccc1O (centres undefined),-3.8,0.6,0.8,-9.0,-3.4,2.1,-8.1,-0.1
COC(=O)C1C(O)C(C)C(O)C(C)/C=C\C=C(/C)C(=O)Nc2c(C)c(OC(C)=O)c3c(c2O)C(=O)C(C)=C2OCOC(=C23)/C(C)=C/C(C)(O)C(O)C(C)C1O (centres undefined),8.9,-0.3,-6.5,-12.1,-5.8,4.5,2.2,0.0
COc1cc(C(=O)Nc2ccc(Br)cc2C(=O)c2ccccc2Cl)cc(OC)c1OC,-28.7,.,-8.9,-5.2,.,0.1,.,0.5
CCOC(=O)[C@]12Cc3c(cc(OC)c(OC)c3OC)[C@H]1N(C(C)C)C(=O)c1ccccc12,.,-2.2,-15.1,-19.7,.,.,.,0.0
COC(=O)[C@H]1[C@H](CO)[C@H]2Cn3c(ccc(-c4ccncc4)c3=O)[C@@H]1N2S(=O)(=O)c1ccccc1F,-7.2,0.3,6.0,-5.0,3.3,-2.2,1.3,0.1
O=C1OC(c2ccc(Cl)cc2)=N/C1=C\N1CC2CC(C1)c1cccc(=O)n1C2 (centres undefined),34.3,1.6,-0.7,3.6,.,.,-9.8,0.7
CSCCC(c1nnnn1C(C)(C)C)N1CCC2(CC1)C(=O)NCN2c1ccccc1 (centres undefined),.,3.8,-25.5,-3.8,8.7,.,-13.4,0.0
CC(=O)c1ccc(OCC(=O)N2CCCC(N3CCN(c4ccccc4C)CC3)C2)cc1 (centres undefined),-3.2,1.9,17.0,-19.3,13.5,-1.1,.,0.4
COC(=O)C1=C(c2cccc3c2S(=O)(=O)c2ccccc2-3)C[C@@H]2CC[C@H]1N2C(=O)N1CCc2cc(OC)c(OC)cc2C1,-4.7,1.4,-7.0,-1.7,5.1,.,-3.1,0.0
CC(C)CC(C)N (centres undefined),.,0.5,12.7,-6.3,7.2,-3.5,1.4,.
CCOC(=O)C1(CCc2ccccc2)CCN(Cc2ccc3c(c2)OCCO3)CC1,4.1,-0.8,-39.4,-12.8,2.9,17.4,-8.3,0.0
O=C(O)C(Br)Br,.,-2.5,0.0,-11.4,.,-5.8,.,.
CSc1ncc(Br)c(N2CC2)n1,-16.6,-1.7,41.6*,-25.2,5.8,2.2,.,0.1
COC(=O)C1=C(c2c(C)noc2C)C[C@@H]2CC[C@H]1N2C(=O)N1CCC(O)(c2ccc(Cl)cc2)CC1,-8.0,2.1,10.1,-3.6,-2.6,.,-3.1,0.4
Oc1c(Cl)cccc1Cc1cc(Cl)cc(Cl)c1O,10.4,-0.2,-30.6,-9.0,1.8,2.3,-42.6,0.2
Cc1cc(S(=O)(=O)NC(C)C)ccc1OCC(=O)N1CCN(Cc2ccc3c(c2)OCO3)CC1,10.4,.,-2.8,.,-7.7,.,-0.6,.
CCCC12CN3CN(C1)CC(CCC)(C3)C2O (centres undefined),-1.6,.,10.7,.,2.1,.,-4.0,.
COC(=O)[C@@H]1N=C(c2ccc(OC)cc2)O[C@]12C(=O)N(C)c1cccc(Cl)c12,.,-3.1,10.7,-17.5,.,.,.,0.0
# Remaining list, next part:
SMILES,ARNT TACC3 PPI,F508del corr,INS-1E GSIS act,RAD52 inh,RAD54 inh,ERAP1 HTS inh,esBAF inh,Xi reactivation
Cc1ccc2[nH]c(=S)n(-c3cccnc3)c(=O)c2c1,6.5,-0.8,-5.2,-9.4,5.9,1.2,-10.8,?
Cc1[nH]c2ccccc2c1C(=O)C(=O)N1CC2CC(C1)c1cccc(=O)n1C2 (centres undefined),9.5,1.5,-8.4,-16.5,.,-2.8,.,-0.1
O=C(COc1ccc(Cl)cc1)N1CCN(C2CCCC2)CC1,-3.3,-1.0,12.6,-9.1,3.8,-4.4,11.9,0.1
CC1C(C)N1CC(O)Cn1ccnc1[N+](=O)[O-] (centres undefined),.,0.1,4.9,-2.3,-8.3,-4.7,-3.1,0.2
CCOC(=O)C1CCN(/C=C2/C(=O)NC(=O)N(Cc3ccco3)C2=O)CC1,2.5,.,-2.7,-181.0,-16.5,1.4,-12.3,.
Cc1ccccc1-n1c(-c2ccoc2)nc2ccccc2c1=O,1.5,.,12.3,-17.4,.,-0.9,.,0.0
Nc1ccc(Cl)cc1,.,2.5,1.2,-2.6,.,-4.1,.,.
COC(=O)C1=C(c2cc3ccccc3o2)C[C@@H]2CC[C@H]1N2C(=O)NC(C)C,.,-0.7,-8.6,-17.3,-2.8,-4.5,4.7,-0.1
CN(Cc1ccccc1)C1CCCN(C(=O)COc2ccccc2Cl)C1 (centres undefined),-6.3,2.2,-3.4,-21.9,-9.5,0.6,0.0,0.0
CC(=NCc1cccnc1)c1c(O)n(-c2ccc(Cl)cc2)c(=O)[nH]c1=O,1.1,1.8,11.5,-9.0,.,2.0,.,0.0

# Reprinted at random: 3 records from the list.
SMILES,ARNT TACC3 PPI,F508del corr,INS-1E GSIS act,RAD52 inh,RAD54 inh,ERAP1 HTS inh,esBAF inh,Xi reactivation
Nc1ccc(Cl)cc1,.,2.5,1.2,-2.6,.,-4.1,.,.
O=C(COc1ccc(Cl)cc1)N1CCN(C2CCCC2)CC1,-3.3,-1.0,12.6,-9.1,3.8,-4.4,11.9,0.1
Cc1ccccc1-n1c(-c2ccoc2)nc2ccccc2c1=O,1.5,.,12.3,-17.4,.,-0.9,.,0.0

# From PubChem BioAssay

# An excerpt; rates above refer to the full screens.
